# Bioassay records as filed in PubChem BioAssay.
# D2 antag – antagonizes the human D2 dopamine receptor | P14416 | HEK293 TREx D2 cells, calcium flux, dopamine EC80 | inhibition, % at 10 µM | actives 2% (n = 340,000) | AID 485344; in the data active = inhibition above about 30%; also: 0% is about no effect
#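 Tetracycline-induced HEK293 T-REx cells expressing D2 force-coupled to calcium signalling were dye-loaded, exposed to compound for 180 s, then challenged with an EC80 of dopamine; calcium flux was followed kinetically for a further 180 s.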
# TRHR PAM – allosterically enhances the human TRH receptor; AID 493056; actives 0.66% (n = 360,000); TRHR cells, fluo-8 calcium fluorescence, EC20 TRH enhancement; enhancement, % at 2 µM; P34981; in the data active = enhancement above about 30%; also: 0% is about no effect
#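 Enhancer read-out: after compound pinning and an initial kinetic agonist-mode read, an EC20 of TRH (10 nM final) was injected and fluo-8 calcium signal (Ex 480/Em 530) followed at 1 s/cycle for 100 cycles in TRHR-expressing cells.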
# PI4K2A block – inhibitors of human PI4K2A; Q9BTU6; purified PI4K2A, ADP-Glo luminescence, 1 h; hits give low values; activity change, negative = inhibition, % at 76.9 µM; actives 0.13% (n = 420,000); in the data active = activity change below about -50%; inconclusive = mostly about -30% to -49%;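 also: -100% = wells without enzyme as full effect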
#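 PI4K2A activity was measured by ADP-Glo luminescence: enzyme (4 ug/mL stock) and phosphatidylinositol (1.2 mM stock) in Tris pH 7.5/MgCl2/EGTA/Triton X-100 buffer were reacted with ATP (300 microM stock) for one hour at ambient temperature.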
# D2 agonist – D2 dopamine receptor (human) agonism; P14416; HEK293 T-REx D2 cells, calcium flux agonist mode; activation, % at 2 µM; actives 0.53% (n = 340,000); AID 485358;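 active = activation over 3 SD above normal in the single-dose calcium agonist read, cut at about 30% in these data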; also: 0% is about no effect
#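 Agonism is scored from calcium flux in a force-coupled, inducible HEK293 cell line expressing D2, read kinetically for 180 s after compound addition against dopamine controls.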
# TrxR1 substrate – is turned over as a substrate by rat TrxR1; O89049; purified TrxR1 substrate turnover, NADPH consumption readout; Potency, µM (titrated, usually from 114 µM), without a hit: top-dose activity change, negative = substrate turnover; actives 0.01% (n = 390,000); AID 588456; also: potency is read from the fitted curve at half-maximal effect; % is scaled to controls: 0 for no effect and ±100 for the full control effect; nearly all actives have a fitted effect of over 50% in size
#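 Rat TrxR1, dispensed at 90 nM, was prereduced with 400 uM NADPH (final) for 5 min at ~22 deg C, then incubated with compound 15 min before 400 uM selenite. A first-read NADPH fluorescence drop versus no-compound background flagged substrates.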
# mIDH1 inhibitor – blocks human mutant IDH1 R132H enzyme | O75874 | IDH1-R132H enzyme, NADPH consumption, diaphorase/resazurin fluorescence | Potency, µM (titrated, usually from 76.6 µM), without a hit: top-dose activity change, negative = inhibition, most hits filed as inhibitors | actives 0.093% (n = 390,000); also: potency is read from the fitted curve at half-maximal effect; % is scaled to controls: 0 for no effect and ±100 for the full control effect; nearly all actives have a fitted effect of over 65% in size
#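 IDH1-R132H (0.5 ug/mL dispensed) in pH 7.5 Tris buffer was preincubated 30 min with compound, then given a substrate mix of 0.016 mM NADPH and 2 mM alpha-KG for 80 min at room temperature; remaining NADPH was read by diaphorase/resazurin fluorescence.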
# rTrxR1 inhibitor – blocks rat thioredoxin reductase 1. O89049. recombinant rTrxR1, NADPH fluorescence consumption, selenite substrate. Potency, µM (doses to about 114 µM), inactives show top-dose activity change, negative = inhibition, actives largely listed as inhibitors. actives 1% (n = 390,000). AID 588453; also: potency is read from the fitted curve at half-maximal effect; % is scaled to controls: 0 for no effect and ±100 for the full control effect; nearly all actives have a fitted effect of over 65% in size
#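 Rat TrxR1 (90 nM in the dispensed reagent) was pre-reduced with 400 uM NADPH for 5 min at room temperature, then incubated with compound for 15 min. After 400 uM selenite was added, NADPH fluorescence (Ex 340/Em 450 nm) was followed for 8 min.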
# TRHR ag – TRH receptor (human) agonism. P34981. actives 0.18% (n = 360,000). activation, % at 2 µM. TRHR cells, calcium flux fluo-8, FDSS agonist mode. AID 493084; in the data active = activation above about 30%; also: 0% is about no effect
#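 Read-out: compound-evoked intracellular calcium rise in TRHR cells, fluo-8 dye, kinetic FDSS fluorescence at 1 s/cycle following a 10-cycle baseline. Cells cultured overnight before dye loading (30 min–1.5 h, RT).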
# USP1 inh – blocks the human USP1/UAF1 deubiquitinase complex. recombinant USP1/UAF1, Ub-Rhodamine cleavage fluorescence. Potency, µM (titrated, usually from 57.1 µM), for the others: at the highest dose activity change, negative = inhibition, hits mostly inhibitors. actives 0.23% (n = 390,000); also: potency is read from the fitted curve at half-maximal effect; % is scaled to controls: 0 for no effect and ±100 for the full control effect; nearly all actives have a fitted effect of over 60% in size; inactives centre near -12
# Target sequence (O94782 whole entry, looked up): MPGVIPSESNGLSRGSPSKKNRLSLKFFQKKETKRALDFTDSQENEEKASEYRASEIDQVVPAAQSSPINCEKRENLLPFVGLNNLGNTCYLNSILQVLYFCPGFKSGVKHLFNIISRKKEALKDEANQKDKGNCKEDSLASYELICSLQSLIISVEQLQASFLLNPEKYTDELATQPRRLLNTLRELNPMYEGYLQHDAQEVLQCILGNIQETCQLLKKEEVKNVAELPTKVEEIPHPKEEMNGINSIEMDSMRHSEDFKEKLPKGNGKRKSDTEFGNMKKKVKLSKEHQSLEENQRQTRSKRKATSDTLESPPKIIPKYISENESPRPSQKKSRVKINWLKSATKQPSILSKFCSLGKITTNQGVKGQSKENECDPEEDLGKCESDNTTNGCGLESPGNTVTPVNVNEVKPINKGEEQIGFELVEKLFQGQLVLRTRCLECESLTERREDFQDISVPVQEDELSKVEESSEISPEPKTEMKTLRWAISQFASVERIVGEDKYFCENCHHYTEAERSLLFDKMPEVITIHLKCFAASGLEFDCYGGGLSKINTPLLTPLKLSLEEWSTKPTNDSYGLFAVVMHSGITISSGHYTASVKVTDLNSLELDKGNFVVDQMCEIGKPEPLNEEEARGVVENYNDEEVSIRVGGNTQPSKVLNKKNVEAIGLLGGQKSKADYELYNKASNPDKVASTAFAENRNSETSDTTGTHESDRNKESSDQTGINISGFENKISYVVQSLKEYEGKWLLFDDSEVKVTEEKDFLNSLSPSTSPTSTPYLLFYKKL
#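 In this screen, compounds sit with the deubiquitinase complex (1nM) for 15 min at room temperature before Ub-Rho is added at 150nM final. Fluorescence rise is then followed for 6 reads every 60 seconds.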
# * hit, by the source's call; ? = inconclusive; . = not tested or not shown; & = joins results of further samples; [ ] = another dose, or the depositor's remark. Unless noted, calls follow the shape of the dose curve; as a rule, active = well fitted inhibition curve with a large enough effect; inconclusive = small, poorly fitted or top-dose-only effect; inactive = no such curve, though single readings can be large or run the other way.
SMILES,D2 antag,TRHR PAM,PI4K2A block,D2 agonist,TrxR1 substrate,mIDH1 inhibitor,rTrxR1 inhibitor,TRHR ag,USP1 inh
CC(C)CC(=O)Nc1ccc2c(c1)nc(CCN1CCOCC1)n2C,-5.9,-1.7,2.6,0.4,3.3%[57.1 µM],5.6%,5.9%[57.1 µM],0.6,-12.8%
CSc1nsc(SCC(=O)Nc2ccc(Cl)c(C(=O)O)c2)n1,-11.9,6.2,-4.0,-0.6,7.1%[57.1 µM],11.9%,25.8%[57.1 µM],-0.4,-11.9%
CC(C)(C)c1ccc(C(=O)Nc2ccc(NC(=O)c3ccco3)cc2)cc1,0.7,-4.2,0.5,-0.5,66.5%[activator],8.5%,41.8%[activator],-0.4,-28.8%
COc1cc2c(cc1OC)C(C)N(C(=O)Nc1ccc(F)cc1)CC2 (stereo unspecified),-6.4,-6.7,-0.8,-0.4,-3.5%,-1.8%,9.9%,0.5,-16.8%
CC1(C(=O)N2CC3(CC(c4ccccc4)=NO3)C[C@H]2C(=O)NCC(N)=O)CC1 (stereo partly specified),12.7,19.6,1.0,1.0,9.4%,8.4%,14.6%,0.1,-22.9%
CC(C)COc1ccc(Cc2cnc(N)nc2N)cc1,10.9,-2.4,3.2,-1.0,-3.4%,6.4%,-5.6%,-0.4,-26.5%
COC(CNC(=O)c1ccc2c(c1)ncn2-c1cccc(C)c1)OC,-3.9,-1.2,-2.1,0.6,-5.0%,-1.3%,-15.4%,0.0,-22.7%
O=C(N=C1c2ccccc2CN1c1ccc(F)c(F)c1)c1cccnc1,.,1.9,-0.2,.,-8.8%[57.1 µM],6.7%,-1.2%[57.1 µM],-0.3,-9.9%
Cc1ccc(-c2nc3ccccc3c(=O)n2N)cc1,-0.5,-2.2,-3.1,0.2,3.0%,-0.2%,18.5%,-0.2,-20.6%
COc1ccc(/C=C2\C(=O)NCC(=O)N2Cc2ccccc2)cc1,-7.3,-1.1,-8.5,0.4,-9.4%,5.7%,-6.3%,-0.3,-18.5%
COC(=O)N/N=C/c1ccc(OS(=O)(=O)c2ccc(C)cc2)c(OC)c1,20.3,-0.7,2.8,-0.2,7.1%,3.4%,24.3%,0.9,-5.4%
COc1ccc(CCNC(=O)c2cc(-c3ccccc3)c(N3CCOCC3)s2)c(OC)c1OC,-10.0,-4.5,2.6,-0.7,2.5%,8.1%,26.3%,-0.9,-17.2%
Cc1ccc2c(c1)Oc1ccc([N+](=O)[O-])cc1C(=O)N2,7.4,-0.8,4.1,0.7,-0.3%,9.6%,18.0%,0.2,-0.7%
O=C(c1ccco1)N1CCN(C(=O)c2cc3c(s2)-c2ccccc2OC3)CC1,-0.1,-3.5,1.7,-0.3,205.6%[activator],11.5%,-7.2%,0.1,-22.0%
COc1ccc(C2CC(c3cccs3)=NN2C(=O)CSc2nncs2)cc1OC (stereo unspecified),-4.1,-4.8,1.2,2.0,7.5%[57.1 µM],4.5%,20.7%[57.1 µM],-0.7,-18.4%
CCN1/C(=C\C=C2\C(=O)N(c3ccccc3)C(=S)N2C)Sc2ccccc21,-0.5,-4.0,2.9,0.6,-6.9%,7.6%,3.8%,1.2,-5.5%
Cc1ccccc1CN1CCc2nc(Nc3ccc4c(c3)OCCO4)ncc2C1,.,2.2,-8.0,4.8,-2.9%[57.1 µM],.,6.4%[57.1 µM],1.6,-26.3%
COc1ccc(-n2c(C)cc(C)c(C(C)=O)c2=S)cc1,0.6,-2.7,1.2,53.5*,-15.8%,0.8%,?,0.2,-6.4%
COc1ccc2nc(C3CCCCC3)c3c(c2c1)CCC3,.,.,-0.3,.,4.7%,22.3%,14.6%,.,?
CCOc1ccc2c(c1)n([O-])c1c([n+]2=O)CCCC1,.,5.7,-4.9,.,31.9%[activator],-0.3%,50.1µM*,1.0,0.6%
CC(C)c1ccc(/C=C/C(=O)Nc2nc3ccc([N+](=O)[O-])cc3s2)cc1,-9.2,-5.1,1.1,0.4,25.3%,4.8%,-9.9%,-0.4,-1.7%
COc1ccccc1NC(=O)C1=C(C)Nc2ncnn2C1c1ccccc1C(=O)O (stereo unspecified),.,8.1,-1.5,0.4,0.1%,6.5%,11.2%,-0.7,-8.1%
O=S(=O)(c1ccc(S(=O)(=O)N2CCCC2)cc1)N1CCCCC1,-12.2,-3.1,-1.6,0.9,-0.3%,8.7%,4.1%,0.5,-20.0%
CC(=O)Nc1ccc(S(=O)(=O)Nc2nc3n(n2)C(c2ccccc2)C=C(c2ccc(Cl)cc2)N3)cc1 (stereo unspecified),.,0.7,-3.7,.,15.6%[57.1 µM],5.1%,25.9%[57.1 µM],10.6,?
CCCn1nc(-c2ccccc2)c2nc3ccccc3nc21,0.3,-2.7,3.2,13.3,-1.0%,6.3%,4.7%,15.8,?

# In the list so far, these have fluorine:
SMILES,D2 antag,TRHR PAM,PI4K2A block,D2 agonist,TrxR1 substrate,mIDH1 inhibitor,rTrxR1 inhibitor,TRHR ag,USP1 inh
COc1cc2c(cc1OC)C(C)N(C(=O)Nc1ccc(F)cc1)CC2 (stereo unspecified),-6.4,-6.7,-0.8,-0.4,-3.5%,-1.8%,9.9%,0.5,-16.8%
O=C(N=C1c2ccccc2CN1c1ccc(F)c(F)c1)c1cccnc1,.,1.9,-0.2,.,-8.8%[57.1 µM],6.7%,-1.2%[57.1 µM],-0.3,-9.9%

# The listing continues.
SMILES,D2 antag,TRHR PAM,PI4K2A block,D2 agonist,TrxR1 substrate,mIDH1 inhibitor,rTrxR1 inhibitor,TRHR ag,USP1 inh
O=C(CCl)NCCNC(=O)c1cc(OCC(F)(F)F)ccc1OCC(F)(F)F,13.8,-2.4,0.1,-0.1,9.8%[57.1 µM],1.0%,1.6%[57.1 µM],-0.7,-15.6%
COc1ccc(OC)c(NC(=O)C(C)n2nc(C)c3c(C)n(-c4ccccc4)nc3c2=O)c1 (stereo unspecified),.,3.0,-2.0,-0.6,0.0%,-8.8%,23.0%,-0.7,-1.7%
O=C(CN1C(=O)NC2(CCc3ccccc32)C1=O)Nc1ccc(Br)cc1F (stereo unspecified),-20.5,1.0,-6.7,0.3,6.3%,1.5%,26.5%,1.3,-21.9%
Cc1ccc2[nH]c(CSc3nnc(NC(=O)COc4ccccc4)s3)cc(=O)c2c1,.,5.2,1.0,.,0.6%[57.1 µM],5.1%,8.9%[57.1 µM],-0.6,-9.0%
CCn1c(CNc2ccc(C)cc2C)nnc1SCC(=O)N1CCCc2ccccc21,.,-20.0,1.7,.,-2.6%,3.9%,6.9%,-1.2,-15.1%
O=C(c1ccc(COc2ccccc2Cl)o1)N1CCN(Cc2ccc3c(c2)OCO3)CC1,2.5&9.0,7.9&1.7,-8.3&4.5,8.1&-0.2,8.4%&-11.1%[57.1 µM],2.4%&-2.9%,15.7%&-23.2%[57.1 µM],0.4&-0.4,-11.0%&-10.3%
CCOC(=O)N/N=C/c1ccc(Oc2ccccc2)cc1,11.8,0.1,5.1,-1.3,2.4%,10.7%,26.5%,0.4,?
CCC(CC)CN1C(Nc2ccccc2)=NC[C@@H]1C,15.5,5.3,-0.7,0.8,1.5%,1.2%,7.1%,0.9,-24.6%
COc1ccccc1CNC(=O)CN1C(=O)N(C)C2(CCCCC2)C1=O,4.0,10.0,0.0,0.0,3.4%,4.8%,13.6%,0.1,-19.7%
CCc1nc2ccccc2n1CC(=O)NC1CCS(=O)(=O)C1 (stereo unspecified),.,.,-0.7,.,5.8%[57.1 µM],2.8%,14.7%[57.1 µM],.,-11.8%
Cc1ccc(-n2ncc3c(N4CCN(c5ccc(F)cc5)CC4)ncnc32)cc1,.,-2.5,1.4,0.5,5.5%[57.1 µM],13.8%,26.4%[57.1 µM],0.4,-14.9%
CC(=O)Nc1nc(CC(C)C)cc(-c2ccco2)c1C#N,-16.2,2.2,-0.1,0.8,159.9%[activator][57.1 µM],0.3%,30.1%[57.1 µM],0.1,-7.1%
CCOc1cc(N2CCOCC2)c(OCC)cc1NC(=O)CN1CCCC1,-2.8,-0.4,-4.1,0.1,-1.0%,0.5%,-6.2%,0.5,-20.6%
COc1ccc(OC)c(NC(=O)CN2C(=O)C3(OCCCO3)c3ccccc32)c1,.,-1.7,2.6,.,-1.1%,4.3%,12.9%,-0.5,-11.2%
COc1cccc(CNC(=O)c2ccc(CS(=O)Cc3ccc(Cl)cc3)o2)c1 (stereo unspecified),.,0.2,-4.4,.,3.2%,7.5%,5.0%,0.0,6.4%
CCOC(=O)C1CCN(c2cc3c(cc2NC(=O)c2ccc(OC)c(OC)c2)n(C)c(=O)n3C)CC1,21.5,-1.6&0.8,-6.2&-0.3,1.6&-1.6,2.5%[57.1 µM],3.0%&21.9%,10.6%[57.1 µM],-0.7&-0.1,-6.1%&-14.0%
COc1ccc(-n2c(SCC(=O)NNC(=O)c3ccccc3C)nnc2-c2ccncc2)cc1,-1.0,-5.6,-1.0,0.7,4.5%[57.1 µM],-1.4%,13.0%,-0.1,-5.7%
c1ccc(Cc2nn3c(Cn4nnc5ccccc54)nnc3s2)cc1,3.5,-3.7,-0.8,0.0,7.9%[57.1 µM],2.2%,6.4%[57.1 µM],0.1,-16.9%
CC(C)NCCOCCOc1ccccc1F,16.4,-7.7,4.2,0.5,-10.1%,5.3%,-12.4%,0.3,1.2%
NC(=O)c1ccc(NC(=O)C2COc3ccccc3O2)cc1 (stereo unspecified),0.4,20.8,-6.0,1.5,2.1%,-0.8%,21.0%,-0.2,-22.6%
O=C(COC(=O)Cc1ccc(Cl)cc1)NCc1ccco1,.,.,0.4,.,12.1%[57.1 µM],-1.6%,0.5%[11.4 µM],.,-15.6%
O=C(Nc1ccc(Br)cc1)c1cccnc1N1CCCCC1,-8.3,-1.4,-1.1,0.3,4.6%,6.2%,1.3%,-0.1,-10.5%
O=C(CCNC(=O)c1ccccc1Cl)Nc1ccncc1,-2.3,-4.3,-1.9,0.8,-4.3%,0.0%,-1.1%,1.9,-13.8%
CCc1cccc(CC)c1NC(=O)COC(=O)c1ccccc1-c1nc2ccccc2s1,1.3,-8.9,-6.9,-0.5,0.5%,10.4%,-2.6%,0.0,-14.4%
